# High-throughput results as filed in PubChem.
# HP1b chromo inh – blocks HP1-beta chromodomain binding to methylated histone tails; P83916; AlphaScreen HP1-beta / biotin-H3K9me3 peptide binding; Potency, µM (top dose mostly 114 µM), without a hit: at the top dose activity change, negative = inhibition, actives largely listed as inhibitors; hit rate 0.56% among 390,000; AID 540317; further: nearly all actives have a fitted effect of over 70% in size; inactives centre near 23
#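 Compound inhibition of the preformed complex between 50 nM HP1-beta and 50 nM biotinylated H3K9me3 peptide was read by AlphaScreen. Buffer was PBS pH 7.4 with 0.01% Tween-20. Incubations ran 30 min at room temperature, with 10 ug/mL donor/acceptor beads.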
# GLS inh – inhibitors of human glutaminase (GLS); O94925; GLS enzymatic activity, qHTS titration; Potency, µM (top dose mostly 45.5 µM), inactives show at the top dose activity change, negative = inhibition, actives largely listed as inhibitors; hit rate 0.21% among 410,000; AID 624170; further: on the % scale 0 is the no-effect control and ±100 the full control effect
# Target sequence (O94925 whole entry, looked up): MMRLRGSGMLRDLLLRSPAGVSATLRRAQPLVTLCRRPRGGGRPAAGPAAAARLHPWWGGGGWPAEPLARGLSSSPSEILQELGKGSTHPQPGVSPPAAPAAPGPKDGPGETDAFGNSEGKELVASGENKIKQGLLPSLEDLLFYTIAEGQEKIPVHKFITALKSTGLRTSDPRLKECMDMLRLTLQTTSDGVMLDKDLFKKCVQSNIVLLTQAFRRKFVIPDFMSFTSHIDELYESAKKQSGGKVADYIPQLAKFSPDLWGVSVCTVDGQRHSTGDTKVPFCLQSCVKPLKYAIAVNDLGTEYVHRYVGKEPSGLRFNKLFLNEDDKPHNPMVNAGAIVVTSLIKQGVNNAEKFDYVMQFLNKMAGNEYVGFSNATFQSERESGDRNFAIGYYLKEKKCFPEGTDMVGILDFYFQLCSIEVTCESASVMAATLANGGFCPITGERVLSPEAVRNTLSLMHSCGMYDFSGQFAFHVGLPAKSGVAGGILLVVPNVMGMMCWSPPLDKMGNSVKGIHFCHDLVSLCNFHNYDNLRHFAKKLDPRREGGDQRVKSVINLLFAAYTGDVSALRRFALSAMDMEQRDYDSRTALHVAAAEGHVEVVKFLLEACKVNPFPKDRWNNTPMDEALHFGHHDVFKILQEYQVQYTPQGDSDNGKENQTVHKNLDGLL
#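 Glutamate formation by hKGA was monitored fluorometrically using coupled glutamate oxidase, HRP and Amplex Red. Substrate was added as 1 mM L-glutamine solution; incubation was 30 min at RT after an initial read.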
# TrxR1 inh – blocks rat thioredoxin reductase 1. O89049. recombinant rTrxR1, NADPH fluorescence consumption, selenite substrate. Potency, µM (top dose mostly 114 µM), inactives show top-dose activity change, negative = inhibition, actives largely listed as inhibitors. hit rate 1% among 390,000; further: on the % scale 0 is the no-effect control and ±100 the full control effect; nearly all actives have a fitted effect of over 65% in size
#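 Rat TrxR1 (90 nM in the dispensed reagent) was pre-reduced with 400 uM NADPH for 5 min at room temperature, then incubated with compound for 15 min. After 400 uM selenite was added, NADPH fluorescence (Ex 340/Em 450 nm) was followed for 8 min.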
# RGS4 inhibitor – blocks human RGS4-accelerated GTP hydrolysis; Transcreener GDP fluorescence polarization, RGS4-accelerated GTP hydrolysis; hit rate 0.039% among 390,000; Potency, µM (doses to about 114 µM), for the others: top-dose activity change, negative = inhibition, actives largely listed as inhibitors; further: on the % scale 0 is the no-effect control and ±100 the full control effect; nearly all actives have a fitted effect of over 75% in size; some results filed as inactive show a strong effect at the top dose
# Target sequence (P49798 whole entry, looked up): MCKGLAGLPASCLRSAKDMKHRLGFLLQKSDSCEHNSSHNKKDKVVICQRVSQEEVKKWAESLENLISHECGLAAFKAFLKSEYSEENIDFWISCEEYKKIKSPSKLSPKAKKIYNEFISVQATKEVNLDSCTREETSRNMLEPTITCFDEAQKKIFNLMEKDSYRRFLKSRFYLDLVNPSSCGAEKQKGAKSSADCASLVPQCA
#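 MLSMR compounds (23 nl, pin-transferred) preincubated 10 min at room temperature with a 500nM (2x) first reagent, then RGS4 at 900nM (2x) plus Transcreener GDP mix added; fluorescence polarization (620/688 nm) read before and after 90 min at 30 °C.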
# PGK inhibitor – inhibitors of T. brucei phosphoglycerate kinase | P07378 | PGK/GAPDH coupled, Kinase-Glo luminescence, 60 min | Potency, µM (series often up to 57.5 µM), inactives show at the highest dose activity change, negative = inhibition, actives largely listed as inhibitors | hit rate 0.043% among 380,000; further: on the % scale 0 is the no-effect control and ±100 the full control effect; nearly all actives have a fitted effect of over 60% in size
#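 Recombinant glycosomal PGK reaction used 1,3-bisphosphoglycerate generated in-well by GAPDH (100nM final) in 100mM TEA pH 7.6, 5mM MgCl2, 0.01% Tween-20. After 60 minutes at room temperature, ATP was read by Kinase-Glo Plus luminescence end-point.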
# 12-LOX inh – ALOX12 (human) lipoxygenase inhibition. P18054. purified 12hLO, xylenol orange hydroperoxide absorbance. Potency, µM (doses to about 108 µM), for inactives: top-dose activity change, negative = inhibition, most hits filed as inhibitors. hit rate 1.1% among 580,000. AID 1671190; further: on the % scale 0 is the no-effect control and ±100 the full control effect
#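 Purified human 12hLO (150 nM final) in 25 mM Hepes, 0.01% Triton X-100, pH 7.0 was preincubated 15 min at room temperature with compound. Then 40 uM arachidonic acid was added, 30 min. Hydroperoxide was read by Fe-XO absorbance ratio 573/405 nm.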
# Pin1 inh – blocks the human prolyl isomerase Pin1; Q13526; Pin1 FP peptide displacement, HiFluor488, 10 min; Potency, µM (titrated, usually from 115 µM), for the others: top-dose activity, negative = inhibition, hits mostly inhibitors; hit rate 0.009% among 390,000; active means well fitted inhibition curve with a large enough effect in the polarisation, with a control signal flat, not every such curve was filed as active; inconclusive means small, poorly fitted or top-dose-only effect, or effect the other way, or a change in a side signal; inactive means no such curve, though single readings can be large or run the other way; the % refers to the polarisation; further: on the % scale 0 is the no-effect control and ±100 the full control effect
# Target sequence (Q13526 whole entry, looked up): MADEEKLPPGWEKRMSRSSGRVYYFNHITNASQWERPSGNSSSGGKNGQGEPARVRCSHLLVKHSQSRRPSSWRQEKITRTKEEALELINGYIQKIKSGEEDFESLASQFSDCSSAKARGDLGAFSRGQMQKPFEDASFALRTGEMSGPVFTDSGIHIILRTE
# JMJD2A Tudor – JMJD2A Tudor domain (human) inhibition | hit rate 4.4% among 390,000 | AlphaScreen JMJD2A-Tudor / H3K4me3 peptide binding | O75164 | Potency, µM (titrated, usually from 114 µM), for the others: top-dose activity change, negative = inhibition, actives largely listed as inhibitors; further: on the % scale 0 is the no-effect control and ±100 the full control effect; nearly all actives have a fitted effect of over 50% in size
# ERG-DNA inh – inhibitors of human ERG Ets domain-DNA interaction | P11308 | fluorescence polarization, His-ERG Ets domain / labelled DNA | Potency, µM (highest dose often 76.9 µM), without a hit: top-dose FP activity, negative = inhibition, most hits filed as inhibitors | hit rate 0.028% among 370,000 | AID 624246; active means well fitted inhibition curve with a large enough effect in the polarisation, with a control signal flat; inconclusive means small, poorly fitted or top-dose-only effect, or effect the other way, or a change in a side signal; inactive means no such curve, though single readings can be large or run the other way; the % refers to the polarisation;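 further: polarization taken with two DNA probes labelled with fluorescein and Texas red; % of control where 0% means no effect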
#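 His-tagged ERG Ets domain (1 uM in the protein solution; 300mM KCl, 50mM Tris-HCl, 1mM EDTA, 1mM DTT, pH 7.5) received compound, then a probe mix of 5 nM fluorescein-DNA and 100nM Texas-615-DNA. Fluorescence polarization was read for both dyes.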
# * marks the source's active call; other numbers are inactive results; i = inactive; ? = inconclusive; · = not tested or not shown; & = joins results of further samples; [ ] = remark or other dose. Unless noted, the call rests on the fitted dose curve; in most records, active means well fitted curve in the direction sought with a large enough effect; inconclusive means small, poorly fitted or top-dose-only effect, or another doubt; inactive means no such curve, though single readings can be large; an effect the other way counts as inactive or inconclusive. Potency means the concentration at half of the fitted maximal effect. Only part of the results is shown; the hit share may differ from the screen's.
SMILES,HP1b chromo inh,GLS inh,TrxR1 inh,RGS4 inhibitor,PGK inhibitor,12-LOX inh,Pin1 inh,JMJD2A Tudor,ERG-DNA inh
Cc1cc(C(=O)Nc2ccccc2)c(C)o1,2%,1%,-1%,-1%,-1%,-10%,15%,-18%,8%
CC(=O)c1ccc(NS(=O)(=O)c2cc(-c3cc(C)no3)ccc2C)cc1,32%,-11%,21%[57.1 µM],8%,i,-15%,0%,-26%,5%
Cc1ccc(C(=O)CSc2nc(-c3ccccc3)ccc2C#N)cc1,72%[activator],0%,10%,-20%,9%,-5%,19%,28%,-3%
COc1cc(OC)c(C=O)c(OC(=O)N2CCOCC2)c1,38%,3%,11%,17%,i,18%,0%,-13%,-1%
COCCCNc1nc2c(c(=O)[nH]c(=O)n2C)n1CC(O)COc1ccccc1C (stereo not given),-5%,25%,6%,-37%,0%,1%,-4%,-30%,5%
N#Cc1ccc(C(=O)NCC(c2ccco2)N2CCCC2)cc1 (stereo not given),38%[activator],-14%,2%[57.1 µM],-27%[11.4 µM],i,26%,-1%,19%[11.4 µM],-2%
COc1ccccc1N1CCN(S(=O)(=O)c2ccc(Br)s2)CC1,46%[activator],2%,-19%,-9%,-3%,-19%,48%[activator],-13%,3%
Cn1c(NC(=O)c2ccc(F)c(F)c2)cc(=O)n(C)c1=O,45%[activator],-7%,?,-1%,-1%,-5%&4%,-3%,-5%,10%
Cc1ccc(OCC(=O)Nc2nnc(S(=O)(=O)N3CCC(C)CC3)s2)cc1,14%[57 µM],41%[activator],-2%,-36%,-9%,-34%,39%[activator],?,6%
COC(=O)c1cc(S(=O)(=O)N(C)C2CCCCC2)c[nH]1,35%,4%,26%,-22%,i,-4%,-1%,-6%,5%
O=C(O)Cc1c(C(=O)O)nnn1-c1cccc(C(F)(F)F)c1,27%,5%,10%[57.1 µM],20%,-9%,-28%,-5%,-16%,1%
CC(=O)Nc1nonc1-c1nc2ccccc2n1Cc1ccccn1,32%[activator],2%,-9%,13%[11.4 µM],-2%,0%[57.4 µM],?,-6%[11.4 µM],0%
COc1cccc(CNC(=O)C2CCCN(S(=O)(=O)c3c(C)[nH]c(=O)[nH]c3=O)C2)c1 (stereo not given),24%,2%,-6%,20%,6%[11.5 µM],23%,9%,-16%,·
Cc1c(C(=O)Nc2ccc(C(C)C)cc2)sc2nc3n(c(=O)c12)CCC3,27%,0%,27%[11.4 µM],16%,10%,-13%,-2%,-8%,-7%
FC(F)(F)c1ccccc1CN1CCN(C2CCCCCC2)CC1,?,-4%,27%,-23%,·,-20%,-7%,6.3µM*,0%
Cc1onc(-c2ccccc2)c1C(=O)N(C)CC(=O)Nc1ccc(F)c(F)c1F,53%[activator],-7%,25%,-27%,-10%,190%[activator],0%,-12%,-1%
Cc1cccc(C2=NN(c3ccccc3)[C@@H](C(=O)N3CCOC3=O)[C@@H]2C)c1,62%[activator],0%,56%[activator],-12%,-3%,-28%,4%,-49%,2%
O=C(COc1ccc(Cl)cc1)NCCNc1ccc([N+](=O)[O-])cc1,66%[activator],-7%,14%,-37%,·,-15%,-1%,-18%,4%
CN(CC(=O)Nc1cccc(F)c1)CC(=O)NC(c1ccccc1)c1ccccc1,26%,3%,-14%,2%,-1%,0%,?,-20%,-3%
CC1CN(C(=S)Nc2ccc(F)cc2F)CC(C)O1 (stereo not given),38%,8%,-14%,-6%,2%,?,-2%,11%,-6%
C=CCN1C(=O)c2ccc(C(=O)NCCOc3ccccc3F)cc2C1=O,38%,-7%,-5%,4%,-1%,-22%,-4%,-7%,1%
Clc1nnc(Cl)c2c1ncn2Cc1ccccc1,20%,1%,26%,-8%,·,0%,-8%,-14%,-2%
O=C1CC(c2ccco2)CC(O)=C1C=NCCN1CCN(C(=O)Nc2ccc(Cl)cc2)CC1 (stereo not given),1%,3%,-18%,7%,2%,7%,5%,-14%,-3%
COc1ccc(C)cc1NC(=O)CNC(C)C(=O)Nc1ccc(C(C)=O)cc1 (stereo not given),12%,-3%,10%,-3%,3%,12%,0%,-5%,8%
Cc1ccc(C(=O)NCC(c2ccco2)N2CCc3ccccc3C2)cc1C (stereo not given),26%,2%,19%,11%,2%,?,3%,-18%,5%
Clc1nc(CN2CCCCC2)nc2sc3c(c12)CCCC3,2%,0%,4µM*,-9%,-3%,0%,0%,-31%,-5%
CCC(=O)OCn1nnc2ccccc2c1=O,24%,-13%,19%[57.1 µM],-19%,-12%,9%,-2%,0%,-13%
CN(Cc1nc(-c2cccc(Cl)c2)no1)C1CCOCC1,19%[57 µM],11%,-2%,-4%,i,0%,8%,2%,-6%
O=C(NCCN1CCOCC1)c1cc([N+](=O)[O-])ccc1Cl,58%[activator],7%,11%[57.1 µM],-21%,i,2%,-3%,0%,-1%
COCCn1c(C(C)C)nc2oc3ccccc3c(=O)c2c1=O,72%[activator],11%,3%,-14%,i,-18%,1%,-16%,7%
Cc1c(NC(=O)Nc2ccccc2[N+](=O)[O-])c(=O)n(-c2ccccc2)n1C,33%,6%,8%,8%,-2%,0%,-3%,-4%,-11%
COc1ccc(C(=O)NCCCc2ccccc2)cc1OC,51%[activator],-4%,11%,7%,9%,10%,-4%,-1%,-2%
Cc1ccc(OC(=O)CSc2nnc(-c3cccs3)o2)c(C)c1,29%,2%,5%,12%,i,0%,3%,-13%,1%
O=C(O)c1cccc(NC(=S)N/N=C/c2cccc(O)c2)c1,-7%,5%,-11%[57.1 µM],16%,11%,?,0%,-17%,1%
CC(=O)Nc1ccc(S(=O)(=O)NC2CC(=O)N(c3ccc4c(c3)OCCO4)C2)cc1 (stereo not given),32%,-1%,3%[57.1 µM],-4%,8%,-18%,1%,-3%,0%
CCOC(=O)N1CCc2c(sc3c2c(=O)n(-c2ccc(Cl)cc2)c(=O)n3CC(=O)Nc2ccccc2)C1,-8%,-10%,23%[57.1 µM],9%,-6%,?,4%,-13%,2%
O=C(Nc1ccccc1C(=O)Nc1ccncc1)c1ccccc1,33%[activator],-1%,24%,-3%,-9%,-15%,-1%,-6%,-1%
CCc1nnc(SCC(=O)Nc2nccs2)n1CC,26%,2%,-6%,-11%,5%,?,-2%,-18%,-5%
Oc1cccc(Nc2c3ccccc3nc3ccccc23)c1,-7%,-2%,-8%[57.1 µM],-22%,-2%,?,-7%,?,-6%
C[C@H](CO)N1C[C@H](C)[C@@H](CN(C)CC2CCCCC2)Oc2c(NC(=O)Cc3ccccc3)cccc2C1=O,-4%,11%,-4%,-42%,-6%,-13%,3%,56µM*,-16%
Cc1ccc2[nH]c(=O)c(CN(CCCN(C)C)C(=S)NCCc3ccccc3)cc2c1,-10%,-8%,21%[57.1 µM],-28%,-7%,-20%,2%,-26%,2%
COc1ccccc1NC(=O)CC(=O)CSc1nnc(-c2ccc(C)cc2)n1-c1ccccc1,14%,-2%,-28%,-33%,i,-8%,50%[activator],-29%,9%
CSCCC(NC(=O)c1ccc(Cl)cc1Cl)C(=O)N1CCN(C(=O)c2ccccc2)CC1 (stereo not given),25%,3%,-2%,20%,-4%,22%,-5%,-10%,7%
O=C(COC(=O)c1ccccc1OCc1ccc(Cl)cc1)NC1CC1,65%[activator],-7%,6%,1%,-3%,-25%,-1%,15%,1%
COc1cccc(C(=O)Nc2nnc(Cc3ccc(OC)c(OC)c3)s2)c1,48%[activator],-14%,-5%,-2%,-6%,3%,-2%,-7%,-4%
CN(Cc1nc(-c2cnccn2)no1)C1CC(C)(C)NC(C)(C)C1,26%,-6%,-13%[57.1 µM],-8%,-1%,-2%,3%,4%,4%
COC(C(=O)Nc1ccnn1C1CCN(Cc2cccc(C)n2)CC1)c1ccccc1 (stereo not given),17%[57 µM],7%,10%,-3%,i,2%,1%,-1%,1%
COc1ccc(-c2nc3sc(CCNC(=O)C(=O)Nc4ccc(C)cc4C)c(C)n3n2)cc1,16%,0%,15%[57.1 µM],9%,8%,1%,-9%,-10%,2%
COC(=O)c1ccccc1NC(=O)CCC(=O)N1CC(C)Sc2ccccc21 (stereo not given),40%,1%,2%,-12%,0%,-7%,3%,14%,1%
Cc1ccc(CNC(=O)CCCCCn2c(=O)c3sccc3n(CC(=O)N(C)c3ccccc3)c2=O)cc1,6%,-2%,18%,0%,·,-13%,1%,-21%,2%
CC(C)CN1CCC(CNC(=O)CCc2nnc(Cc3c[nH]c4ccccc34)o2)CC1,43%[activator],8%,14%,-8%,-3%,-7%,-3%,-5%,0%
O=C(Nc1ccc2nc(SCCOc3ccccc3)sc2c1)c1cccs1,65%[activator],-7%,-5%,-22%,-5%,-24%,12%,-8%,-1%
